Tb hexokinase – blocks Trypanosoma brucei hexokinase 1 activity; recombinant TbHK1, G6PDH-coupled NADH A340; inhibition, % at 10 µM; 0.11% of 220,000 active;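 active = inhibition of 50% or more in the single-dose primary screen; inactive = inhibition below 50%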
m-calpain inh – inhibitors of pig calpain II; purified calpain II, fluorogenic peptide substrate, 30 min; inhibition, % at 16 µM; 0.37% of 220,000 active;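 active = inhibition above about 50%, limit read from the data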
Cl transport mod – modulators of human KCC2 chloride dependent transport; Q9H2X9; KCC2 cells, thallium flux FluoZin-2 fluorescence; B-score of Tl+ flux slope (higher = more flux/activation; lower = inhibition) at 10 µM; 2.2% of 190,000 active; AID 1456;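 active = thallium flux slope and its plate-corrected score both differing from the plate sample mean at a set confidence after two filtering rounds, in either direction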;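 note: slope of fluorescence scaled to starting intensity during 10 to 20 s after thallium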
Target sequence (Q9H2X9 whole entry, looked up): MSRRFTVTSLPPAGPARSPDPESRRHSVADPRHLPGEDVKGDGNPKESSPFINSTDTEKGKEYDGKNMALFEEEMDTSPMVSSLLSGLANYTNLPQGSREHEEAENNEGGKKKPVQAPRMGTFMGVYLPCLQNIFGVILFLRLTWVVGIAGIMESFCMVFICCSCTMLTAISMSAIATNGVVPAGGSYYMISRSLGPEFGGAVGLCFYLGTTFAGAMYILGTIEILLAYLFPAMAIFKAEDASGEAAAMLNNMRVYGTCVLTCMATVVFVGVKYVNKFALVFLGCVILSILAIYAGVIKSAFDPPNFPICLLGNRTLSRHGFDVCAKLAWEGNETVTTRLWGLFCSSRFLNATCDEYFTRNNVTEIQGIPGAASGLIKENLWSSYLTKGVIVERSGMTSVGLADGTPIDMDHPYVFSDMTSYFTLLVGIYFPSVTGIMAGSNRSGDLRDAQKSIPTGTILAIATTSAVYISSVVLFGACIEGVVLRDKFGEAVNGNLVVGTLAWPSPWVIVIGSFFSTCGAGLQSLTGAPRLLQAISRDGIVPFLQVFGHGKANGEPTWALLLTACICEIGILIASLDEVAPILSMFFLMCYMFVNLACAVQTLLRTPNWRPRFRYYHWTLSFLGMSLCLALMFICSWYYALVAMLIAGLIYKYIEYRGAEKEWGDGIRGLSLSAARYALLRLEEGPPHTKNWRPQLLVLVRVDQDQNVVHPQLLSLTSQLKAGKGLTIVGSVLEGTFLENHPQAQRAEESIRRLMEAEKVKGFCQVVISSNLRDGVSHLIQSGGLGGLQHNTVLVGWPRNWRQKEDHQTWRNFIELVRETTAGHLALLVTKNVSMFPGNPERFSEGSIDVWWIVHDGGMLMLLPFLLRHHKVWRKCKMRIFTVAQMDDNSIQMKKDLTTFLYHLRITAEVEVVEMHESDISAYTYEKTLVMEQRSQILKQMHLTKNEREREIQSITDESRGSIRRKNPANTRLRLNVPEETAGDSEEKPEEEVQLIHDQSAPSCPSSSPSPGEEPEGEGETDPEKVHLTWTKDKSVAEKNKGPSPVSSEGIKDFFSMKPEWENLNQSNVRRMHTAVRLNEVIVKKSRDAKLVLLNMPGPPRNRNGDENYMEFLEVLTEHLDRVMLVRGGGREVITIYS
PPC-1+TRAIL kill – compounds killing PPC-1 cancer cells with TRAIL present (potentiator screen, no TRAIL-free arm) | PPC-1 cells + TRAIL, ATPLite viability luminescence | cell killing (% activity), % at 4 µM | 0.41% of 220,000 active | AID 1443;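 active = cell killing above 50% in the first pass at 4 µM, then a duplicate retest at 5 µM averaging 50% or more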;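 note: plate controls were cells with TRAIL plus DMSO for no effect and medium-only wells lacking cells for full effect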
Furin inhibitor – blocks human furin protease activity. inhibition, % at 30 µM. 0.061% of 220,000 active. purified furin, fluorogenic substrate cleavage. AID 463115; in the data active = inhibition above about 25%; note: inactives centre near -15
TRPN1 ag – activates the zebrafish TRPN1 channel | 0.18% of 220,000 active | HEK293 zebrafish TRPN1-YFP, Fluo-8 calcium fluorescence; 100% = response to 87 µM carbachol | activation, % at 3 µM;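 active = activation above its plate's cutoff, the mean activation of test wells on that plate plus 3 SD, cut at about 19% in these data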;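 note: 0% = DMSO alone and 100% = 87 µM carbachol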
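System: zebrafish TRPN1-YFP in HEK293 cells / Dosing: 3 µM single point / Timing: dye loading 1 h at 37 °C, then 30 min room temperature / Signal: Fluo-8 calcium fluorescence, excitation 470-495 nm, emission 515-575 nm / Read-out basis: percent activation from peak over basal fluorescence ratio, control-normalized / Control set: high carbachol 87 µM, low DMSO alone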
EBV gp42 block – inhibitors of Epstein-Barr virus glycoprotein 42; Fluorescence polarization binding assay, mP read-out; 0.42% of 220,000 active; inhibition, % (tested at 21.74 µM); in the data active = inhibition above about 50%
TRPML3 ag – activates the human TRPML3 channel | HEK293 TRPML3-YFP, Fluo-8 calcium fluorescence; 100% = the carbachol control signal | 0.29% of 220,000 active | activation, % at 3 µM | Q8TDD5 | AID 1448;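 active = activation above its plate's cutoff, the mean activation of the plate's test wells plus 3 SD, cut at about 12% in these data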;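 note: 0% = DMSO only wells and 100% = carbachol wells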
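Test system: TRPML3-YFP stable HEK293 cells. Doses: single point at 3 µM. Incubation: dye loading 1 h 37 °C then 30 min ambient, 125 s read. Signal: Fluo-8 calcium dye fluorescence, ex 470-495, em 515-575 nm. Measure: percent activation from peak-to-basal fluorescence ratio, scaled between DMSO and carbachol.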
thrombin 1536 – blocks human thrombin protease activity. inhibition, % at 5 µM. alpha-thrombin, Boc-VPR-AMC fluorogenic substrate cleavage. 0.26% of 220,000 active. AID 1046;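 active = inhibition at or above 40%; inactive = inhibition below 40%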;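 note: 0% = enzyme with no compound and 100% = wells without enzyme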
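Material: Human alpha-thrombin protein | Buffer or medium: pH 7.5 Tris-saline with Tween 20 | Reagent: Boc-VPR-AMC substrate, 15 µM final | Schedule: Reaction at ambient temperature | Detection: AMC fluorescence at 355 nm excitation and 460 nm emission | Evaluation: Percent inhibition scaled between no-compound controls and no-enzyme blanks | Controls: no-compound enzyme wells and no-enzyme blanks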
An asterisk follows results filed as active; i = inactive; . = not tested or not shown; [ ] = dose if it differs, or a comment. This is a random part of the collection. Share with any hit: about 3.6%.

#1 COC(=O)c1cc(OC)c(OC)cc1NC(=S)N1CCC(C(N)=O)CC1
#2 CCC(C(=O)NCCCc1ccccc1)c1ccccc1 (centres undefined)
#3 CCc1nc2ccccc2c2nc3ccccc3n12
#4 CC(=O)Nc1cccc(-c2nn[nH]n2)c1
#5 CCCC(=O)Nc1cccc(-c2nc3cc(C)c(C)cc3o2)c1
#6 O=C1c2cccnc2C(Nc2ccc(Cl)cc2)N1Cc1cccs1 (centres undefined)
entry no.	1	2	3	4	5	6
Tb hexokinase	-12	25	-12	-2	3	-3
m-calpain inh	-7	16	-307	-20	-88	-25
Cl transport mod	0.35	-2.1	-0.47	.	.	-2.2
PPC-1+TRAIL kill	27	15	-8	0	24	-2
Furin inhibitor	-21[20 µM]	-11	-21[20 µM]	-34	-30	-22
TRPN1 ag	0.0	-1.1	0.1	3.2	0.6	-0.6
EBV gp42 block	-9	-10	-4	-13	-15	0
TRPML3 ag	0.5	-0.2	0.7	1.0	0.0	0.3
thrombin 1536	-3	-2	-6	6	2	9

#7 O=C(O)C1CCCN1c1ncnc2ccccc12 (centres undefined)
#8 Cc1ccc(-n2c(SCc3ccc(C(=O)O)cc3)nnc2-c2ccncc2)cc1
#9 CC(/C=N/NC(=O)c1cc(-c2ccc(C)o2)[nH]n1)=C\c1ccccc1
#10 CC1(CC(=O)N/N=C/c2ccc(-c3ccc(C(=O)O)cc3)o2)OCCO1
#11 CCOc1cc(C2CC(=O)N3CN(C4CCCCC4)CSC3=C2C#N)ccc1O (centres undefined)
#12 CCOc1ccc(NC(=O)C2CCCN2C(=O)OCc2ccccc2)cc1 (centres undefined)
entry no.	7	8	9	10	11	12
Tb hexokinase	-3	-7	-9	-71	-15	-2
m-calpain inh	-3	-7	30	-42	5	-1
Cl transport mod	1.8	0.55	-0.16	0.46	0.86	.
PPC-1+TRAIL kill	16	4	3	16	-11	25
Furin inhibitor	-14[20 µM]	-20	-16	-11[20 µM]	-10	-16
TRPN1 ag	1.4	0.2	-1.1	-0.9	-0.4	-2.2
EBV gp42 block	-26	-9	-16	5	-9	-5
TRPML3 ag	0.9	0.8	0.0	0.8	0.5	-0.1
thrombin 1536	-7	-1	11	-2	-1	3

#13 COc1ccc(N(CC(=O)Nc2ccc(C(N)=O)cc2)S(=O)(=O)c2ccc(C)c([N+](=O)[O-])c2)cc1
#14 Cc1cc(C)nc(/N=C(\N)C2=C(O)CC(C)(C)CC2=O)n1
#15 Cc1ccc(N2C(=S)N=C(Nc3ccccc3C)C23CCOC(C)(C)C3)cc1 (centres undefined)
#16 COc1ccc(/C=C/C(=O)NC(=S)NNC(=O)c2cnccn2)cc1
#17 O=C(Nc1nc2c(s1)CCCC2)Oc1ccccc1
#18 Cc1cccc(N(C(=O)C(F)(F)F)C(C(=O)NC2CCCCC2)c2cccs2)c1 (centres undefined)
entry no.	13	14	15	16	17	18
Tb hexokinase	0	1	-3	-85	-6	3
m-calpain inh	-37	-3	-2	-31	-7	4
Cl transport mod	-1.1	0.32	24*	0.85	0.52	0.94
PPC-1+TRAIL kill	3	10	-6	4	13	22
Furin inhibitor	-26	-14	-13[20 µM]	-1	-17[20 µM]	-17[20 µM]
TRPN1 ag	1.2	0.9	-0.1	-0.2	-0.4	-0.2
EBV gp42 block	-5	-7	-19	-3	-23	-2
TRPML3 ag	0.5	1.3	0.6	0.0	0.7	-0.3
thrombin 1536	-9	-1	2	-3	-7	-4

#19 COc1cc(OC)c(NS(=O)(=O)c2cc(C(=O)OC(C)C(=O)NC3CC3)c(Cl)cc2Cl)cc1Cl (centres undefined)
#20 Cn1nnc2cc(C(=O)NC(C)(C)C)ccc21
#21 CCOC(=O)c1cnc2ccc(C)cc2c1NCCO
#22 COc1ccc(Br)cc1CNc1ccc2[nH]c(=O)[nH]c2c1
#23 CCOC(=O)N1CCC(NC(=O)C2CCCN(S(=O)(=O)c3cccnc3)C2)CC1 (centres undefined)
#24 O=C(O)c1cc2c([nH]c1=O)CCCC2
entry no.	19	20	21	22	23	24
Tb hexokinase	26	5	-11	8	0	-11
m-calpain inh	4	-18	4	4	4	.
Cl transport mod	-0.068	0.14	.	0.053	0.66	0.1
PPC-1+TRAIL kill	16	9	-17	-8	1	10
Furin inhibitor	-10	-10	-13[20 µM]	-8	-19	-7[20 µM]
TRPN1 ag	0.7	0.1	-0.5	0.7	0.0	-1.7
EBV gp42 block	-9	-9	-18	9	-14	.
TRPML3 ag	0.2	0.2	-0.2	-0.2	0.2	0.8
thrombin 1536	-3	1	4	3	2	1

#25 CCOC(=O)c1[nH]c(C)c(C(=O)NC2CCCCC2)c1C
#26 O=C(/C=C/c1ccc2c(c1)OCO2)N1CCOCC1
#27 CCC(CC)NC(=O)COc1ccc(OC)cc1C=O
#28 CC(C)(C)NC(=O)CN(C(=O)CS(=O)CC(=O)Nc1ccc(F)cc1)c1ccc(Cl)cc1 (centres undefined)
#29 COc1ccc2cc(CN(Cc3cccnc3)Cc3nnnn3Cc3ccccc3)c(=O)[nH]c2c1
#30 N#CC(C(=O)Nc1ccc(Cl)c(Cl)c1)=C1Nc2ccccc2N1
entry no.	25	26	27	28	29	30
Tb hexokinase	2	-26	-8	-6	-33	-13
m-calpain inh	1	-118	-29	2	-45	-2
Cl transport mod	.	-0.73	0.76	0.33	-0.13	0.25
PPC-1+TRAIL kill	6	12	-14	8	-2	12
Furin inhibitor	-2	-12[20 µM]	-25	-19[20 µM]	-1	-12[20 µM]
TRPN1 ag	1.9	-0.1	0.2	0.4	1.7	1.1
EBV gp42 block	-17	-1	-11	-22	-9	12
TRPML3 ag	0.0	0.0	0.7	-0.3	0.6	1.0
thrombin 1536	-2	4	5	2	1	-2

Given as a markdown table: part of the list above.
| item | smiles | Tb hexokinase | m-calpain inh | Cl transport mod | PPC-1+TRAIL kill | Furin inhibitor | TRPN1 ag | EBV gp42 block | TRPML3 ag | thrombin 1536 |
| --- | --- | --- | --- | --- | --- | --- | --- | --- | --- | --- |
| 21 | CCOC(=O)c1cnc2ccc(C)cc2c1NCCO | -11 | 4 | . | -17 | -13[20 µM] | -0.5 | -18 | -0.2 | 4 |
| 22 | COc1ccc(Br)cc1CNc1ccc2[nH]c(=O)[nH]c2c1 | 8 | 4 | 0.053 | -8 | -8 | 0.7 | 9 | -0.2 | 3 |
| 23 | CCOC(=O)N1CCC(NC(=O)C2CCCN(S(=O)(=O)c3cccnc3)C2)CC1 (centres undefined) | 0 | 4 | 0.66 | 1 | -19 | 0.0 | -14 | 0.2 | 2 |
| 24 | O=C(O)c1cc2c([nH]c1=O)CCCC2 | -11 | . | 0.1 | 10 | -7[20 µM] | -1.7 | . | 0.8 | 1 |
| 25 | CCOC(=O)c1[nH]c(C)c(C(=O)NC2CCCCC2)c1C | 2 | 1 | . | 6 | -2 | 1.9 | -17 | 0.0 | -2 |
| 26 | O=C(/C=C/c1ccc2c(c1)OCO2)N1CCOCC1 | -26 | -118 | -0.73 | 12 | -12[20 µM] | -0.1 | -1 | 0.0 | 4 |
| 27 | CCC(CC)NC(=O)COc1ccc(OC)cc1C=O | -8 | -29 | 0.76 | -14 | -25 | 0.2 | -11 | 0.7 | 5 |
| 28 | CC(C)(C)NC(=O)CN(C(=O)CS(=O)CC(=O)Nc1ccc(F)cc1)c1ccc(Cl)cc1 (centres undefined) | -6 | 2 | 0.33 | 8 | -19[20 µM] | 0.4 | -22 | -0.3 | 2 |
| 29 | COc1ccc2cc(CN(Cc3cccnc3)Cc3nnnn3Cc3ccccc3)c(=O)[nH]c2c1 | -33 | -45 | -0.13 | -2 | -1 | 1.7 | -9 | 0.6 | 1 |
| 30 | N#CC(C(=O)Nc1ccc(Cl)c(Cl)c1)=C1Nc2ccccc2N1 | -13 | -2 | 0.25 | 12 | -12[20 µM] | 1.1 | 12 | 1.0 | -2 |

(next part)
#31 O=C(CCc1ccccc1)NC(NC(=S)Nc1ccc(Br)cc1)C(Cl)(Cl)Cl (centres undefined)
#32 CCc1ccc(NC2=NC(C(=O)c3ccccc3)CC(=O)N2)cc1 (centres undefined)
#33 N#C/C(=C\c1cn[nH]c1-c1ccccc1)C(=O)NC1CCCCCC1
#34 CC(C)NS(=O)(=O)c1ccc2c3c(cccc13)CC2
#35 CC1(OC(=O)C2CCCC2)C(=O)C=C2C=C(c3ccsc3)OC=C2C1=O (centres undefined)
#36 Cc1cccn2c(=O)c3cc(C#N)c(=O)n(CC4CCCO4)c3nc12 (centres undefined)
entry no.	31	32	33	34	35	36
Tb hexokinase	-2	7	-17	-7	-20	0
m-calpain inh	12	-16	2	-43	-37	i
Cl transport mod	-2.1	0.054	-0.34	-1.8	-0.049	-0.3
PPC-1+TRAIL kill	46	2	16	9	-9	8
Furin inhibitor	-28[20 µM]	-7[20 µM]	-12[20 µM]	-20	-16	-22
TRPN1 ag	-0.2	2.1	-1.2	-1.9	.	0.7
EBV gp42 block	1	-8	-30	-14	5	15
TRPML3 ag	0.9	-0.2	-0.2	0.4	.	0.3
thrombin 1536	-12	0	3	-5	4	-34

#37 O=C(Cn1c(=O)oc2cc(S(=O)(=O)NCc3ccccc3)ccc21)N1CCCC1
#38 CCOC(=O)c1cccnc1SC(CC)C(=O)N1CCOCC1 (centres undefined)
#39 COc1ccc(N(CC(=O)NCc2ccco2)S(=O)(=O)c2ccc(OC)c(OC)c2)cc1
#40 O=C(CSC1=NCCN1)Nc1cccc(C(F)(F)F)c1
#41 C[C@H](NC(=O)OC(C)(C)C)c1nnc(SCC(=O)c2ccc(Cl)cc2)o1
#42 CN(CC(=O)NCCc1ccccc1)S(=O)(=O)c1ccccc1
entry no.	37	38	39	40	41	42
Tb hexokinase	3	4	2	2	3	-2
m-calpain inh	-12	22	11	4	20	-12
Cl transport mod	0.37	1.4	-0.93	0.72	0.92	1
PPC-1+TRAIL kill	17	-1	15	-4	4	12
Furin inhibitor	-12	-5	-25	-22	-25	-28
TRPN1 ag	0.5	0.8	-0.6	1.1	5.9	0.8
EBV gp42 block	-2	-3	-29	-13	0	-8
TRPML3 ag	1.0	0.8	0.6	1.4	2.7	0.6
thrombin 1536	-3	4	-4	-2	5	-3

#43 CC(C)(O)c1ccc2c(c1)CCC1C(C)(C(=O)O)CCCC21C (centres undefined)
#44 CCOc1cccc(/C=N/Nc2ccc(S(=O)(=O)N(CC)CC)cn2)c1O
#45 CC(C)=CCN1CCN(Cc2cccc3nonc23)CC1CCO (centres undefined)
#46 O=[N+]([O-])c1ccc(C[n+]2cccc3ccccc32)cc1
#47 O=C(CSc1nnc(-c2ccc(F)cc2)c2ccccc12)Nc1ccccc1
#48 O=C1CSC(c2cccnc2)N1c1ccccc1 (centres undefined)
entry no.	43	44	45	46	47	48
Tb hexokinase	-8	1	-9	-2	1	-3
m-calpain inh	-28	-11	14	-9	-9	28
Cl transport mod	0.067	1.4	0.9	0.76	-1.2	0.4
PPC-1+TRAIL kill	6	46	8	16	-10	23
Furin inhibitor	-20	-12	-20	-17	-19	-5
TRPN1 ag	.	1.6	0.5	0.1	-1.8	1.1
EBV gp42 block	-19	-9	-9	-61	-13	-2
TRPML3 ag	.	0.7	0.6	0.8	-0.5	0.4
thrombin 1536	4	-4	-2	-8	2	-6

High-throughput results as filed in PubChem BioAssay.
